Source: PubChem (several laboratories)
BioA inh: M. tuberculosis BioA enzyme inhibitors, primary screen, biochemical, plate reader, single point, HTS | purified M. tuberculosis BioA enzyme | inhibition, % at 9.99 µM | 360,000 tested, 0.096% active | 7,8-diaminopelargonic acid synthase BioA (Mycobacterium tuberculosis); in the data active = inhibition above about 40%; inconclusive = no clear call, values can overlap the other calls
FadD28 binding: inhibitors of FadD28 bisubstrate probe binding, primary screen, biochemical, fluorescence polarization, single point. Mycobacterium tuberculosis FadD28 fatty-acid-AMP ligase. inhibition, % at 12.5 µM. 360,000 tested, 0.22% active; in the data active = inhibition above about 8.5%, passing the limit was not always enough; inconclusive = no clear call, values can overlap the other calls
UGM FP inh: M. tuberculosis UGM enzyme inhibitors, primary screen, biochemical, fluorescence polarization, single point; inhibition, % at 10 µM; purified UGM, fluorescence polarization probe displacement; 320,000 tested, 0.06% active; in the data active = inhibition above about 10%, passing the limit was not always enough; inconclusive = no clear call, values can overlap the other calls
Target sequence (P9WIQ1 whole entry, looked up): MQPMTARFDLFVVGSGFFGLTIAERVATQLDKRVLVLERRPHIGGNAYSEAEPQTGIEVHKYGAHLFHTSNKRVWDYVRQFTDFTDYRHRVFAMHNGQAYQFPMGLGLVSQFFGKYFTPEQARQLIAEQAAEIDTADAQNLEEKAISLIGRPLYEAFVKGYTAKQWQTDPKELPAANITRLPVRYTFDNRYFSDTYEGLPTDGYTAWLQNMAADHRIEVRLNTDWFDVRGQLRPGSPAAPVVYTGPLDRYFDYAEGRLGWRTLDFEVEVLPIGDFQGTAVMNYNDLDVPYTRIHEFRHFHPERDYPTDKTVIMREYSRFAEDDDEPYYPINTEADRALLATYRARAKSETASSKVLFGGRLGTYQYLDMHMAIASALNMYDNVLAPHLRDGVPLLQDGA
TcdB inh: TcdB glycohydrolase inhibitors, primary screen, biochemical, single point, plate reader. Toxin B (Clostridioides difficile), P18177. TcdB glycohydrolase enzymatic assay. inhibition, % at 9.99 µM. 350,000 tested, 0.24% active. AID 652162, 2013; in the data active = inhibition above about 10%
Yp Topo-I inh: Yersinia pestis topoisomerase I inhibitors, primary screen, biochemical, cleavage product accumulation, plate reader, single point; DNA topoisomerase I (Yersinia pestis CO92); Y. pestis Topo-I cleavage product accumulation; activity, % at 10 µM; 360,000 tested, 0.064% active; in the data active = activity above about 50%, passing the limit was not always enough; inconclusive = no clear call, values can overlap the other calls; note: inactives centre near 2
FBA Mtb inh: Mtb FBA enzyme inhibitors, primary screen, biochemical, fluorescence, strain H37Rv | Fructose-bisphosphate aldolase (Mycobacterium tuberculosis (strain ATCC 25618 / H37Rv)), … | AID 588726, 2011 | 360,000 tested, 2.3% active | inhibition, % at 1 µM | purified M. tuberculosis FBA, fluorescence read-out; in the data active = inhibition above about 27%;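 note: 0% = vehicle and 100% = reference inhibitor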
Target sequence (P9WQA3 whole entry, looked up): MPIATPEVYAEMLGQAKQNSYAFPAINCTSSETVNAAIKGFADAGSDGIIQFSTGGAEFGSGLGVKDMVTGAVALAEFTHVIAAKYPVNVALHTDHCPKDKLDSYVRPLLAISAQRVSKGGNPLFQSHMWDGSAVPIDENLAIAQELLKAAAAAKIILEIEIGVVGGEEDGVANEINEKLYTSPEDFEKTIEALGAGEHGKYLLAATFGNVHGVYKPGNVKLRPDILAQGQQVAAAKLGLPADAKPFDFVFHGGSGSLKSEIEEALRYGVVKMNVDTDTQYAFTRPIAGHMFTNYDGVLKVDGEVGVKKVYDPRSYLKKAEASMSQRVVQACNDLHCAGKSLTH
GDH-TPI inh: GDH-TPI coupling enzyme inhibitors, primary screen, artefact control for M. tuberculosis FBA inhibitor project, biochemical, absorbance, full deck. GDH-TPI coupled enzyme counterscreen, NADH absorbance. inhibition, % at 4.8 µM. 360,000 tested, 1.2% active; in the data active = inhibition above about 30%;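 note: 0% = DMSO wells and 100% = wells lacking the enzyme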
Vc quorum ag: inducers of Vibrio cholerae quorum light production without autoinducers, primary screen, BH1578 luxS cqsA deficient, single point; activation, % at 18.7 µM; V. cholerae BH1578 lux reporter, luminescence, 6 h; 350,000 tested, 0.16% active; AID 588436, 2011; in the data active = activation mostly above about 9.7%, no sharp cut-off; inconclusive = no clear call, values can overlap the other calls; inactive = mostly below about 3.7%; note: not every result past the cut was called active; inactives centre near 0; reference of the scale not given here
PfHsp40 yeast: rescue of yeast from PfHsp40 toxicity, primary screen, S. cerevisiae, ATP luminescence. growth rescue, % at 12.5 µM. 340,000 tested, 0.68% active. S. cerevisiae expressing PfHsp40, growth rescue; in the data active = growth rescue above about 28%, passing the limit was not always enough; inconclusive = no clear call, values can overlap the other calls;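 note: yeast W303a lacking pdr1 and pdr3 grown in galactose medium; growth measured after three days at 30 °C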
Active calls of the source: *; i = inactive; ? = inconclusive; / = no result given; + = active, no number.

SMILES	BioA inh	FadD28 binding	UGM FP inh	TcdB inh	Yp Topo-I inh	FBA Mtb inh	GDH-TPI inh	Vc quorum ag	PfHsp40 yeast
Cc1ccc(Sc2c([N+](=O)[O-])c(C)nn2C)cc1	/	-2.9	0.8	0.5	-0.2	-0.3	9.3	0.2	3.2
OC(CNCC1COc2ccccc2O1)COCc1cccs1 (stereo not drawn)	1.4	-2.1	0.7	/	-6.9	1.3	-12.1	-0.2	-0.3
COc1ccc(CNCc2c(O)c(Cl)cc3c(C)c(C)c(=O)oc23)c(OC)c1	-1.1	-1.3	1.4	1.0	0.2	+	18.0	-1.1	-0.2
COc1ccccc1NC(NC(=O)c1cccnc1)C(Cl)(Cl)Cl (stereo not drawn)	/	-4.3	-0.2	1.6	2.9	0.5	2.1	-0.3	-0.7
CC1CCCC(C)N1C(=O)COc1ccc(F)cc1 (stereo not drawn)	/	-11.9	0.4	1.1	-8.9	1.8	-7.0	i	1.0
Cc1cc(C(=O)CSc2nc3ccccc3o2)c(C)n1CC1CCCO1 (stereo not drawn)	/	0.2	-1.1	/	18.1	-0.5	8.8	3.1	-0.8
O=C(c1cc(F)c(F)cc1Cl)N1CCN(CCc2ccccc2)CC1	0.6	-2.5	-0.5	1.2	-6.4	-6.2	-2.5	i	-0.5
Cc1ccc(/C=C(\C#N)C(=O)NC(C)C)o1	-2.4	-2.0	1.4	-0.8	1.4	1.2	64.6*	i	-0.1
CC(=O)Nc1ccc(-c2nnc(SCC(=O)NCc3ccco3)n2C)cc1	/	-3.5	-1.5	/	-2.4	-1.4	-0.9	-1.6	-0.3
Clc1nc(NCc2cccnc2)nc(N2CCOCC2)n1	1.3	-0.6	1.8	/	9.4	5.2	5.0	i	-2.4
Cc1nonc1CN(C)C(=O)CC1C(=O)NCCN1Cc1ccccc1C(F)(F)F (stereo not drawn)	0.0	-3.6	0.8	-0.1	-7.4	2.6	-3.2	i	-1.4
Cc1ccc(CSc2ncn(-c3ccccc3)n2)cc1	1.7	-9.4	5.5	/	18.8	-3.2	2.4	-0.2	-0.9
COc1ccccc1COC(=O)c1ccc(S(=O)(=O)N2CCOCC2)cc1	-1.0	-2.0	-0.1	0.7	24.5	0.7	2.5	i	4.5
Cc1cc(C)n(CC(=O)NC2CCCCC2C)c(=O)c1C#N (stereo not drawn)	-2.1	-2.0	0.1	1.6	-9.3	1.3	-3.6	-5.9	-3.7
Cc1cc(C)cc(N2C(=O)C3NN=C(C(=O)OCc4ccccc4)C3C2=O)c1 (stereo not drawn)	0.8	-1.3	1.3	/	7.7	-1.0	5.4	-3.1	11.1
NC(=O)c1ccsc1NC(=O)CSc1n[nH]c(N)n1	2.6	-4.0	0.5	1.9	1.4	-1.8	1.8	-0.1	/
O=C1OC(Nc2nccs2)c2ccccc21 (stereo not drawn)	-1.1	0.3	-0.9	/	-3.4	5.0	3.0	0.7	-1.0
COc1ccc(OCC(=O)O/N=C(\N)Cc2ccc(Cl)cc2)cc1	-0.2	-0.5	1.8	/	-9.0	-0.5	7.5	i	4.1
CCCC(C(=O)NC1CCCC1)N(CC1CCCO1)C(=O)CNS(=O)(=O)c1ccc(F)cc1 (stereo not drawn)	-0.2	0.1	0.3	1.5	18.3	2.8	-0.8	-1.6	-0.3
Cc1cc(Cl)ccc1Oc1ncnc2onc(C)c12	/	-0.1	-2.1	2.1	7.2	-0.8	-3.8	i	2.4
COc1ccc(OC)c2[nH]c(=O)c(CCNC(=O)c3ccc(S(=O)(=O)N4CCCCC4)cc3)cc12	/	-0.6	0.1	/	12.8	1.4	-4.1	i	-0.9
Nc1c2c(nc3ccccc13)CSCC2	1.6	-1.7	2.0	-7.5	-4.5	2.6	15.4	i	1.1
Cc1sc(NC(=O)c2ccco2)c(C(c2cccnc2)N2CCCC2)c1C (stereo not drawn)	-0.2	-0.4	0.6	/	7.4	1.0	31.1*	i	0.4
O=C(CCN1C(=O)/C(=C/c2ccccc2)SC1=S)NNC(=O)c1cccnc1	/	-3.9	0.2	/	1.3	-4.0	18.0	-0.3	0.2
CCC(C)(C)n1nnnc1CN1CCC(NC(=O)c2ccc(Br)cc2)CC1	0.4	-0.8	-1.5	/	10.4	33.0*	4.3	0.5	0.1
CCCn1nc([N+](=O)[O-])c(C(C#N)c2nc3ccccc3o2)c(Cl)c1=O (stereo not drawn)	/	15.1*	4.0	/	-11.4	-14.0	2.6	-0.1	-0.4
CCNC(=O)C1CCCN1S(=O)(=O)c1ccc(C)cc1 (stereo not drawn)	-1.9	-0.1	1.4	-0.2	0.1	2.6	-3.3	-0.6	-0.4
COC(=O)CN(CCc1ccccc1)S(=O)(=O)c1ccc(OC)c(OC)c1	0.8	0.6	0.9	/	15.0	0.9	-5.0	i	-0.2
CC1CC(C)CN(CCCNC(=O)Cn2cccc2C(=O)c2ccccc2)C1 (stereo not drawn)	-0.8	?	-1.4	0.2	3.3	2.5	-6.1	-0.2	0.2
Cc1cc(N2CCOCC2)nc2ccc(NC(=O)CCC(=O)N3CCN(c4cccc(C(F)(F)F)c4)CC3)cc12	/	-1.6	1.6	-0.3	16.1	35.0*	11.2	i	1.1
CCCCCCn1c(O)c(/C=N/N2CCCCCC2)c(=O)[nH]c1=O	/	0.0	-2.0	1.0	-3.8	-0.2	5.4	-0.7	-0.2
CCOCc1c(C(=O)OCC(=O)NCc2ccc(F)cc2)oc2ccccc12	-1.3	-3.4	/	1.5	10.0	3.8	16.3	i	0.3
Cc1nn(C)cc1/C=N\NC(=O)c1csc2c1CCCC2	4.4	0.1	1.7	-0.6	1.5	1.1	0.7	i	0.7
CC(C)NC(=O)c1ccc2c(c1)N(CC(=O)NC1CCCCC1)C(=O)C(C)(C)O2	-1.6	-0.4	/	1.8	3.0	-0.6	11.9	-1.0	-1.0
O=C1CCCN1C(=O)COc1cc(F)ccc1[N+](=O)[O-]	-3.0	-3.8	-2.8	0.7	-8.3	-0.4	20.7	i	-0.6
CC1=C(C(=O)Nc2cc(C(=O)N3CCN(c4cccc(C)c4)C(C)C3)ccc2C)SCCO1 (stereo not drawn)	-0.9	-1.1	0.5	0.5	23.6	-1.2	-5.5	-0.2	0.3
CN(C)C(CNC(=O)C1CCN(S(=O)(=O)c2cc(Cl)ccc2Cl)CC1)Cc1ccccc1 (stereo not drawn)	0.9	-5.3	/	1.0	-4.7	-1.7	3.2	i	-0.5
CCN(CC)S(=O)(=O)c1ccc2c(c1)nc(CCC(=O)OCc1c(C)noc1C)n2C	1.3	-2.0	1.4	/	-2.4	1.2	2.2	-0.6	-0.3
CCCCn1c(N)c(-c2nc3ccccc3o2)c2c([N+](=O)[O-])nn(CC)c(=O)c21	/	-0.2	-0.3	0.5	-1.9	1.5	5.0	i	0.2
Cc1cnc(C)c(N2CCN(Cc3nc(-c4cccc(F)c4F)oc3C)CC2)n1	/	-2.1	2.1	-0.8	21.7	-2.0	2.2	i	-0.9
CCCCCCCN1CCC(=O)N([C@H](CO)CC(C)C)CC1	1.8	-3.7	0.7	0.6	-0.2	-5.7	-15.5	-4.0	-1.1
Cn1cc(S(=O)(=O)N2CCN(c3cccc(C(F)(F)F)c3)CC2)c(=O)n(C)c1=O	0.0	-3.1	-1.0	2.2	10.5	-3.4	0.0	i	1.4
CCc1ccc(OC(=O)c2cccnc2)cc1	-1.5	-0.9	1.0	0.9	-1.6	5.0	3.2	i	-0.1
COc1cccc(NC(=S)N(CCc2ccc(OC)c(OC)c2)Cc2ccccn2)c1	/	-0.9	0.1	1.2	20.3	-0.3	-1.9	-0.4	-0.3
CC(C)(C)C1CCC2(CC1)NC(=S)N(c1ccccc1)N2 (stereo not drawn)	2.8	1.3	-0.8	/	11.4	3.5	7.4	i	0.1
O=C(CCC1CCCN(C(=O)c2ccsc2)C1)N1CCN(c2ccccn2)CC1 (stereo not drawn)	3.7	-1.4	3.6	-0.8	-3.7	11.5	4.3	-0.3	-0.3
O=C(/C=C/Nc1ccc(Cc2ccc(N/C=C/C(=O)C(F)(F)F)cc2)cc1)C(F)(F)F	-3.5	-4.4	-3.1	/	-15.8	-1.0	15.5	-1.4	-1.6
Cc1ccc(CN2CCC(C)(Oc3cccc(Cl)c3)C2)cc1 (stereo not drawn)	1.0	-5.0	/	-0.6	12.5	-2.0	4.4	0.1	/
CC1(C(=O)NS(=O)(=O)C2CC2)CCN(C(=O)c2ccccc2C(F)(F)F)C1 (stereo not drawn)	-0.6	-2.9	/	0.5	0.4	-2.7	-3.6	-0.2	/
CCC(CC)n1[nH]c(=O)c2c(C)cc(C)nc21	1.1	-0.3	0.3	/	-2.1	5.1	9.9	-0.2	0.1
Cc1cc(C)cc(N2CC(C(=O)OCC(=O)Nc3cc(C)on3)CC2=O)c1 (stereo not drawn)	-1.1	-2.9	2.8	1.2	4.8	-1.9	4.0	-4.0	5.3
CN1CCN(C(=O)/C=C/c2ccc([N+](=O)[O-])o2)CC1	-0.4	-1.0	/	-1.1	2.3	-2.3	26.3	-0.1	-0.1
COC(=O)c1ccn(CC(=O)NC2CCCCC2)n1	-4.7	-0.4	-0.7	0.8	-0.4	3.1	7.6	-0.5	-0.9
COc1ccc(/C=C/C(=O)NC(=S)NNC(=O)c2ccco2)cc1OC	-0.6	0.6	0.9	-0.4	3.9	2.8	26.6	-0.2	-0.9
COc1ccc(C(=O)NC2CCN(C(=O)NC3CCCCC3)CC2)cc1	-0.3	-1.8	-0.3	/	-3.1	2.1	-1.6	-0.4	-0.8
O=C(c1cnc(N2CCN(c3ncccn3)CC2)c2ccccc12)N1CCN(c2ncccn2)CC1	-0.7	0.7	-0.5	/	33.8	-1.8	22.6	-5.0	1.6
Cn1c(N)c(C(=O)COC(=O)c2ccc3c(c2)OCCO3)c(=O)n(C)c1=O	-0.2	0.1	0.6	/	2.1	-0.4	7.2	-0.6	1.2
Cc1cc(C)cc(NC(=O)CCn2ccnc2C)c1	-0.3	-1.1	/	/	-3.3	1.9	5.9	-2.2	-1.1
COc1ccc(C(=O)NCC(=O)N2CCCC(C)C2)cc1OC (stereo not drawn)	/	-1.4	-0.4	0.1	-2.4	6.1	-1.2	-1.4	0.4
COc1ccc(NC(=O)COc2ccc(-c3ccccc3)cc2)cc1	-0.3	0.5	/	0.4	1.3	-0.8	3.5	i	0.4
CCCC#Cc1ccc2c(c1)COc1c3ccccc3nn1-2	0.5	-1.0	2.5	-0.2	-7.3	2.8	15.9	-10.0	0.7
Cc1ccccc1CC1(C)C(=O)Nc2ccc(S(=O)(=O)NC3CCCCC3)cc21 (stereo not drawn)	1.5	-1.5	/	0.5	14.4	1.3	11.1	-0.5	/

Record cards, from the list above. Order of screens: BioA inh | FadD28 binding | UGM FP inh | TcdB inh | Yp Topo-I inh | FBA Mtb inh | GDH-TPI inh | Vc quorum ag | PfHsp40 yeast
COc1cccc(NC(=S)N(CCc2ccc(OC)c(OC)c2)Cc2ccccn2)c1 reads / | -0.9 | 0.1 | 1.2 | 20.3 | -0.3 | -1.9 | -0.4 | -0.3
O=C(/C=C/Nc1ccc(Cc2ccc(N/C=C/C(=O)C(F)(F)F)cc2)cc1)C(F)(F)F reads -3.5 | -4.4 | -3.1 | / | -15.8 | -1.0 | 15.5 | -1.4 | -1.6
CCCC#Cc1ccc2c(c1)COc1c3ccccc3nn1-2 reads 0.5 | -1.0 | 2.5 | -0.2 | -7.3 | 2.8 | 15.9 | -10.0 | 0.7
Cn1cc(S(=O)(=O)N2CCN(c3cccc(C(F)(F)F)c3)CC2)c(=O)n(C)c1=O reads 0.0 | -3.1 | -1.0 | 2.2 | 10.5 | -3.4 | 0.0 | i | 1.4
